Polio RdRp inh – poliovirus RNA polymerase inhibition; 0.66% of 150,000 active; % elongation, % (compound at 16.7 µg/mL); poliovirus polymerase elongation, fluorescence polarization; stronger effect = lower value; AID 588519; in the data active = % elongation below about 90%; also: some results filed as inactive read as strong as hits
Target sequence (P03300 1749-2209 limits assumed): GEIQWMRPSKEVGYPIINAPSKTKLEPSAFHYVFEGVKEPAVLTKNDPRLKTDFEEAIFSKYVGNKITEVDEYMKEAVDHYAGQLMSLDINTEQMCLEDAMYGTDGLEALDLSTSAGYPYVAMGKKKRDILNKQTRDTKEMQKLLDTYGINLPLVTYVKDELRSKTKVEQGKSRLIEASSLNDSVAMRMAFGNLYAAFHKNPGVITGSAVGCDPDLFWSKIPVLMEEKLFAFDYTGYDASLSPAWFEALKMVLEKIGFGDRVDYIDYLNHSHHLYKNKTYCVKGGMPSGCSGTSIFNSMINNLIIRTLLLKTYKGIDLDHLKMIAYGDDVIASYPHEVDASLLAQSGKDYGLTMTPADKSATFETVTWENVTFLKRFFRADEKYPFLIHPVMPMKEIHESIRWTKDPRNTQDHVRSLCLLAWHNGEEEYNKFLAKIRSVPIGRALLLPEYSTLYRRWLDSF
Polio RdRp inh FP z-score – also measured in Polio RdRp inh; calls as there; z-score; measured here: FP z-score; hits read low
* = called active by the depositor; & = joins results of further samples. These rows are one share of the data; rates above refer to the full screens.

SMILES,Polio RdRp inh,Polio RdRp inh FP z-score
CCOC(=O)c1csc(Cc2c(Cl)sc3ccc(Cl)cc23)n1,101,-0.5
Cc1[nH]c(=O)[nH]c(=O)c1CSCC(=O)O,103,0.2
CCc1ccc(NC(=O)CSc2nccn2C2CCCC2)cc1,113,1.5
CCCOc1cccc(C(=O)N(Cc2cc(OC)c(OC)c(OC)c2)C2CCS(=O)(=O)C2)c1 (stereo not given),107,0
CC(C)c1ccc(CN(C)CC(O)COCc2ccc3c(c2)OCO3)cc1 (stereo not given),102,0
CC(=O)c1ccc(N2CCN(c3ncnc4c3c(-c3ccccc3)cn4-c3ccc(Cl)cc3)CC2)cc1,107,0
CC(C)C(=O)Nc1noc2ccccc12,102,0.1
COc1cc(C2NC(=O)C3C4=C(CCC4)SC3N2)ccc1OCC(=O)Nc1ccc(C)cc1 (stereo not given),115,1.4
COC(=O)Cc1[nH]n(-c2nc3ccccc3s2)c(=O)c1C(C)=O,107,0.5
CC1CCCCN1c1ccc(N)cc1 (stereo not given),105,1
NCC[C@H](O)C(=O)NC1CC(N)C(OC2OC(CN)C(O)C(O)C2O)C(O)C1OC1OC(CO)C(O)C(N)C1O (stereo not given in full),99,0
COc1ccc(CN2CCSCC2)c(C)c1C,101,0.4
CN(C)C(=O)NC1CC(C)(C)N(O)C(C)(C)C1,104,0
CC(C)(C)C1CCC(OC(=O)CN2CCCCC2)CC1 (stereo not given),101,-0.1
Cc1cc(C)cc(Nc2cc(C)nc(-n3nc(C)cc3C)n2)c1,105,0.2
NC(=O)Cn1nc(C(=O)O)c2ccccc2c1=O,106,0.4
CCc1cc2c(cc3c(=O)n(CCCC(=O)NC4CCCCC4)ncn32)s1,100,-0.8
Cc1ccc(CNC(=O)c2c(O)nc3cc(C)ccn3c2=O)cc1,104,-0.2
C=CCn1c2ccccc2c2nnc(SC(CC)C(=O)Nc3nnc(C(F)(F)F)s3)nc21 (stereo not given),100,-0.8
CCN(CC)C(=O)c1c[nH]c2ccccc2c1=O,103,-0.1
CCCCCCCCCCCCCCCC(=O)N[C@H](CN1CCOCC1)[C@H](O)c1ccccc1,100&100,-0.3&0
Cc1ccc(CCNC(=O)c2cc3c(-c4ccccc4F)nn(C)c3s2)cc1,104,-0.8
CCOc1cc2[nH]c(=O)n(CCCC(=O)NCc3ccc(OC)cc3)c(=O)c2cc1OCC,103,-0.8
CCCN(CCC)C(=O)COc1cc(=O)n(CC)c2ccccc12,99,-1.1
C=CCNC(=S)Nc1ccc(C)cc1,103,0.3
CCc1cnc(/N=C/N(C)C)nc1-c1c(F)cccc1F,98,-0.8
Cc1cc(C)c(C(=O)Cn2c(=O)oc3ccccc32)c(C)c1,102,-0.6
CCC(C)(C)NC(=O)Cn1c(-c2ccc(C)cc2)noc1=O,105,0.7
COc1ccc(C)cc1-n1nnc(S(=O)(=O)c2ccc(C)cc2)c1C,103,-0.5
CCCSc1nnc(Cn2c(=O)sc3ccccc32)n1-c1ccccc1,102,0.2
Cc1nc(SCC(=O)NC(C)(C#N)C(C)C)n(CC(C)C)c1C (stereo not given),99,-0.5
CCN(CC)C(=S)SCc1nc(N)nc(Nc2ccccc2)n1,102,0.2
FC(F)(F)c1ccc(C=Nc2cc(Cl)cc(Cl)c2)cc1,95,-1.3
O=C1O/C(=C/C=C2/OC(=O)c3ccccc32)c2ccccc21,83,-2.3
O=C1CCCC/C1=C/Nc1ccc(Cl)cn1,95,-0.4
NC(=O)CC1Nc2cccc3cccc(c23)NC1=O (stereo not given),96,-2.4
Fc1ccc(N2CCN(Cc3cccs3)CC2)cc1,102,0.4
Cc1cc(/N=C/C=C2\N(C)c3ccccc3C2(C)C)n(CCC#N)n1,102,0.2
C#CCn1c(O)c(N=NC(=O)c2ccncc2)c2cc(Br)ccc21,102,0.2
CCc1ccc(N2C(=O)CN(Cc3ccccc3)C2=S)cc1,103,0.4
O=C(CCS(=O)(=O)c1cc(Br)cc2c1N(C(=O)C1CC1)CC2)NCc1ccccc1Cl,105,0
O=C(COc1ccccc1)Nc1nnc(S(=O)(=O)Nc2ccccc2)s1,98,-2.4
CC(=O)Nc1nc(C2CC2)cc(-c2ccccc2)c1C#N,105,0.2
COc1ccc(O)c(/C=C(\C#N)C(N)=O)c1,104,0.1
O=C(O)CNC(=O)c1ccc(NS(=O)(=O)c2ccc(Br)cc2)cc1,103,0
CSc1cccc(NC(=O)N(Cc2ccccc2)C(=O)CC#N)c1,120,3.2
COc1cc2c(cc1OC)-c1nnnn1C(C)(C)C2,102,0.1
Cc1ccc(N2C(=O)CC(=O)NC2=S)cc1,104,0.5
CCOc1ccc(-c2nnc(Nc3ccc(S(N)(=O)=O)cc3)c3ccccc23)cc1,108,-0.4
Cn1ccnc1C(=O)Oc1ccccc1F,108,0.6
O=C(NCCN1CCOCC1)c1ccc2c(c1)OCCO2,99,-1.3
Cc1ccc(S(=O)(=O)Cc2ccc(C(=O)N3CCN(c4cccc(C)c4C)CC3)o2)cc1,107,0.3
O=C(COc1ccc2oc(-c3ccco3)cc(=O)c2c1)OC1CCCCC1,103,0.4
COC(=O)c1sccc1NC(=S)N(C)CCC#N,100,-0.9
Cc1cccc(CCNC(=O)c2nn(C)c3c2CSc2ccccc2-3)c1,107,-0.1
C[C@@]12CCC3[C@@H]4CCC[C@@](C)(C(=O)O)[C@H]4CC[C@]3(C/C1=N/O)C2 (stereo not given in full),98,-0.3

Next part:
SMILES,Polio RdRp inh,Polio RdRp inh FP z-score
CCn1cc(CCC(=O)NCc2ccc(C)cc2)c2ccccc21,104,-0.5
Clc1ccc(OCc2nc(CSc3cccs3)no2)c(Cl)c1,98,-1.5
O=C1/C(=N/NC(=O)C2CC2)c2cccc3cccc1c23,106,0.3
CC(CCO)Nc1nc2c(c(=O)n(C)c(=O)n2C)n1Cc1ccc(Br)cc1 (stereo not given),92,-1.1
COc1ccc(OC)c(CNC(=O)Nc2cn(CC(C)C)c(=O)c3ccccc23)c1,25*,-6.3*
COC(=O)c1ccccc1N=Nc1c(N)[nH]n(-c2ccccc2)c1=O,101,0
Cc1cccc(-n2ncc3c(N4CCc5ccccc54)ncnc32)c1,103,1.1
Cc1cc(C)n(NC(=S)NC2CC3C=CC2C3)c(=O)c1C#N (stereo not given),102,0.2
CC1CC(C)CN(CCCNC(=O)CCn2cnc3onc(-c4ccc(F)cc4)c3c2=O)C1 (stereo not given),102,0
Cc1ccc(NC(=S)/N=C(\N)C(C)C)cc1,101,-0.1
CCC(C)c1cc(N)nc2nc3ccccc3n12 (stereo not given),105,0.1
Cc1cc(C)c2c(=O)cc(C(=O)Nc3sc4c(c3C(=O)NCc3cccnc3)CCCC4)oc2c1,111,0.7
COc1cccc(CN(Cc2ccc3c(c2)OCO3)S(=O)(=O)c2ccc(-n3cnnn3)cc2)c1,104,1
COC(=O)c1cnc(N2CCOCC2)nc1C(F)(F)F,105,0.2
CN(C)S(=O)(=O)c1ccc(NC(=O)CN(C)S(=O)(=O)c2ccc(Cl)cc2)cc1,109,0.6
N#CC1=C(N)Oc2c(sc3ccccc23)C1c1ccco1 (stereo not given),89,-3.4
O=C(CCCSc1nc(-c2ccco2)cc(C(F)(F)F)n1)NC1CCCC1,106,0.7
NC(=O)C1CCN(C(=O)C2CCN(S(=O)(=O)c3ccc(-n4cnnn4)cc3)CC2)CC1,104,0.7
Cn1nc(-c2ccccn2)sc1=S,100,-0.4
CCN(C(=O)CSc1nnc(C)n2c1cc1occc12)c1ccccc1,104,-0.6
Cc1ccc(S(=O)(=O)N2CCCC2C(=O)Nc2nccs2)cc1 (stereo not given),108,1.9
CC(OC(=O)c1ccc2c(c1)C(=O)N(Cc1ccco1)C2=O)C(=O)c1ccccc1 (stereo not given),103,0
CSc1nnc(C2CCCN(CC(=O)N3CCCC3)C2)n1C (stereo not given),106,1.4
O=C(O)c1ccccc1SCC(=O)C12CC3CC(CC(C3)C1)C2,104,1.2
Cc1cc(NC(=O)CN2CCc3sccc3C2c2cccs2)no1 (stereo not given),104,0.2
CNc1ccccc1C(C)(C)c1cc(-c2ccc(Cl)cc2)no1,99,-0.1
O=C(CSc1nnc(COc2ccccc2Cl)o1)NC12CC3CC(CC(C3)C1)C2,105,0.3
COc1ccc(NS(=O)(=O)c2ccc3c(c2)CC(C)N3C(=O)C2CCC2)cc1OC (stereo not given),106,0.6
COc1cc(CNC2CCCCC2C)cc(OC)c1 (stereo not given),100,0.1
CCOC(=O)c1[nH]c(C)c(CCC(=O)N2CCN(c3cc(Cl)ccc3C)CC2)c1C,101,-1.4
COc1cccc(NC(=O)CSC2=Nc3ccccc3C3=NC(CCC(=O)NCc4ccco4)C(=O)N23)c1 (stereo not given),103,-0.9
CCOC(=O)C1=C(CN(C)Cc2ccccc2)NC(=O)NC1c1ccccc1 (stereo not given),98,-1.6

Another view of some results above.
Sequence of screens – Polio RdRp inh	Polio RdRp inh FP z-score
COC(=O)c1cnc(N2CCOCC2)nc1C(F)(F)F
→ 105	0.2
CN(C)S(=O)(=O)c1ccc(NC(=O)CN(C)S(=O)(=O)c2ccc(Cl)cc2)cc1
→ 109	0.6
N#CC1=C(N)Oc2c(sc3ccccc23)C1c1ccco1 (stereo not given)
→ 89	-3.4
O=C(CCCSc1nc(-c2ccco2)cc(C(F)(F)F)n1)NC1CCCC1
→ 106	0.7
NC(=O)C1CCN(C(=O)C2CCN(S(=O)(=O)c3ccc(-n4cnnn4)cc3)CC2)CC1
→ 104	0.7
Cn1nc(-c2ccccn2)sc1=S
→ 100	-0.4
CCN(C(=O)CSc1nnc(C)n2c1cc1occc12)c1ccccc1
→ 104	-0.6
Cc1ccc(S(=O)(=O)N2CCCC2C(=O)Nc2nccs2)cc1 (stereo not given)
→ 108	1.9
CC(OC(=O)c1ccc2c(c1)C(=O)N(Cc1ccco1)C2=O)C(=O)c1ccccc1 (stereo not given)
→ 103	0
CSc1nnc(C2CCCN(CC(=O)N3CCCC3)C2)n1C (stereo not given)
→ 106	1.4
O=C(O)c1ccccc1SCC(=O)C12CC3CC(CC(C3)C1)C2
→ 104	1.2
Cc1cc(NC(=O)CN2CCc3sccc3C2c2cccs2)no1 (stereo not given)
→ 104	0.2
CNc1ccccc1C(C)(C)c1cc(-c2ccc(Cl)cc2)no1
→ 99	-0.1
O=C(CSc1nnc(COc2ccccc2Cl)o1)NC12CC3CC(CC(C3)C1)C2
→ 105	0.3
COc1ccc(NS(=O)(=O)c2ccc3c(c2)CC(C)N3C(=O)C2CCC2)cc1OC (stereo not given)
→ 106	0.6
COc1cc(CNC2CCCCC2C)cc(OC)c1 (stereo not given)
→ 100	0.1

Additional structures follow:
SMILES,Polio RdRp inh,Polio RdRp inh FP z-score
Cc1c(NC(=O)CC(C)C)cccc1-c1nc2cccnc2s1,109,0.3
COc1ccc(-n2ccn(CC(=O)NCc3ccc(C)cc3)c(=O)c2=O)cc1OC,107,0
NC(N)=NS(=O)(=O)c1ccc(NC(=O)OC2CCCC2)cc1,109,2.6
COc1cc(OC)c(NC(=O)C2CCCN(c3ncnc4onc(C)c34)C2)cc1Cl (stereo not given),102,0.8
CS(=O)(=O)Nc1nc2n(n1)C(c1ccccc1)C=C(c1ccccc1)N2 (stereo not given),93,-1.8
CC1(C)Cc2nc3sc4c(NN)ncnc4c3cc2CO1,102,0.1
Cc1ccc(NC(=O)CCC(=O)N2CCOc3ccccc32)c(Cl)c1,111,0.7
Cc1ccc2c(c1)cc(CN(Cc1ccco1)S(=O)(=O)c1ccccc1)c1nnnn12,102,0.2
COc1cccc(CN(C)C(=O)c2cccnc2SC)c1,99,-0.4
CC(=O)N(CN1C(=O)C2CC=CCC2C1=O)c1cccc(Cl)c1 (stereo not given),103,0.2
O=C(O)CCCn1c(=S)[nH]c2cc3c(cc2c1=O)OCO3,103,0.4
CCOC(=O)Cc1ccc(NC(=O)n2ncc3cc(Cl)ccc32)cc1,105,-0.5
CCOc1ccc(-c2cccc(NS(=O)(=O)c3ccc(F)cc3F)c2)nn1,105,-0.2
Cc1ccc(CN2COc3c(Cl)cc4c(-c5ccccc5)cc(=O)oc4c3C2)cc1,111,0.9
Cc1c(Nc2cc(=O)oc3ccccc23)c(=O)n(-c2ccccc2)n1C,102,1.2
CC1CCCCN1C(=O)COC(=O)c1ccc2[nH]c3c(c2c1)CCCC3 (stereo not given),106,0.4
CC1(C(=O)N2CCOCC2)CCC(C(=O)N2CCOCC2)C1(C)C (stereo not given),102,0.2
O=C(CSc1ncc(C(F)(F)F)cc1Cl)N(c1ccccc1)C1CCS(=O)(=O)C1 (stereo not given),110,0.7
Cc1nnc(N/N=C/c2c(O)n(-c3cccc(C(F)(F)F)c3)c(=O)c3ccccc23)[nH]c1=O,115,1.9
CCCC(=O)N1CCCC(c2nc(-c3cccs3)no2)C1 (stereo not given),100,-0.5
CSc1cccc(NC(=O)CC(c2ccc(F)cc2)N2Cc3ccccc3C2=O)c1 (stereo not given),106,-0.1
O=C(Nc1cccc(Cl)c1)C1CCCN1S(=O)(=O)c1cccc2cccnc12 (stereo not given),109,1.5
Nc1nc(-c2ccccc2)nn1C(=O)c1cccs1,100,-0.1
CCC(=O)NC(=S)Nc1cc(-c2nc3ncccc3o2)ccc1C,99,-0.3
Cc1nc(C)c(-c2n[nH]c(=S)n2-c2ccccc2C(F)(F)F)s1,104,-0.1
COCCn1c(Cc2ccccc2)nnc1SCC(=O)N(C)C,105,0.9
Cc1cc2ncc(C(=O)Nc3ccccc3)c(C)n2n1,101,-0.4
C=CCN1CN(Cc2ccco2)CNC1=S,100,-0.4
CC(C)c1ccc(C2N3CC4(C)CN2CC(c2ccccc2)(C3)C4=O)cc1 (stereo not given),101,-1.4

Assay outcomes as filed in PubChem BioAssay.
